Source: PubChem BioAssay
Mtb BioA inh: blocks M. tuberculosis BioA enzyme activity; inhibition, % at 9.99 µM; 360,000 compounds, 0.096% hits; AID 602481; purified M. tuberculosis BioA enzyme, plate reader; in the data active = inhibition above about 40%
The depositor's hits bear a star.

structure	Mtb BioA inh
CN1CCN(C(=O)C[C@H]2CC[C@@H]3[C@H](COc4ccc(NC(=O)C5CCOCC5)cc4C(=O)N3C)O2)CC1	-1.3
COc1cccc(CN2CCCCN3[C@H](C2)[C@H](c2ccc(-c4cccnc4)cc2)[C@@H]3CO)c1	-1.8
CCN1[C@@H]2c3ccc(-c4ccccc4F)c(=O)n3C[C@H]1[C@H](CO)[C@H]2C(=O)NCc1ccc(F)cc1	-0.5
CC(C)CC#Cc1cnc2c(c1)C(=O)N([C@@H](C)CO)C[C@@H](C)[C@H](CN(C)C(=O)NC1CCCC1)O2	1.6
C[C@H]1CCCCO[C@H](CN(C)C(=O)Nc2ccc(C(F)(F)F)cc2)[C@@H](C)CN([C@@H](C)CO)C(=O)c2cc(NC(=O)Cc3ccccc3)ccc2O1	-3.5
COc1ccc(NC(=O)Nc2cccc3c2O[C@H](CN(C)S(=O)(=O)c2ccc(OC)cc2)[C@H](C)CN([C@H](C)CO)C3=O)cc1	0.2
COC(=O)C[C@H]1CC[C@@H]2[C@H](COc3ccc(NC(=O)c4cc(F)cc(F)c4)cc3C(=O)N2C)O1	-1.4
C[C@H](CO)N1C[C@H](C)[C@H](CN(C)C(=O)c2ccccn2)Oc2cc(C#CC3CC3)ccc2S1(=O)=O	-1.2
CC(C)NC(=O)Nc1ccc2c(c1)C(=O)N([C@H](C)CO)C[C@H](C)[C@@H](CN(C)S(=O)(=O)c1ccc(F)cc1)OCCCC[C@H](C)O2	2.5
C[C@@H]1CN([C@H](C)CO)C(=O)Cc2cc(NC(=O)Cc3cn(C)c4ccccc34)ccc2O[C@@H]1CN(C)C(=O)Nc1ccccc1	2.1
COc1ccc(S(=O)(=O)Nc2ccc3c(c2)C(=O)N([C@@H](C)CO)C[C@H](C)[C@H](CN(C)Cc2ccc(C(F)(F)F)cc2)OCCCC[C@H](C)O3)cc1	-0.5
CCCC#Cc1cnc2c(c1)C(=O)N([C@@H](C)CO)C[C@@H](C)[C@@H](CN(C)CCC)O2	-0.3
CC(C)NC(=O)N(C)C[C@@H]1Oc2cc(C#Cc3cccc(F)c3)ccc2S(=O)(=O)N([C@H](C)CO)C[C@@H]1C	0.0
C[C@@H]1CN([C@H](C)CO)C(=O)c2cc(NC(=O)Nc3ccccc3)ccc2O[C@@H](C)CCCCO[C@H]1CN(C)Cc1ccncc1	1.8
O=C(C[C@H]1C[C@@H]2c3cc(NS(=O)(=O)c4ccc(F)cc4)ccc3O[C@@H]2[C@@H](CO)O1)NCc1ccc(Cl)cc1	2.3
COc1ccc(NC(=O)Nc2ccc3c(c2)CC(=O)N([C@@H](C)CO)C[C@H](C)[C@H](CN(C)C(=O)NC(C)C)O3)cc1	-0.6
CO[C@H]1CN(C)C(=O)c2cc(NS(=O)(=O)c3cn(C)cn3)ccc2OC[C@H](C)N(C)C[C@@H]1C	-2.0
OC[C@H]1[C@H](c2ccc(-c3ccc(F)cc3)cc2)[C@H]2CN(Cc3ccccn3)CCCCN21	5.6
C[C@@H]1CN([C@@H](C)CO)S(=O)(=O)c2ccc(C#CC3CCCC3)cc2O[C@H]1CN(C)C	-2.3
C[C@@H]1CN([C@H](C)CO)S(=O)(=O)c2ccc(C#C[C@@H](C)O)cc2O[C@H]1CN(C)C(=O)c1ccccc1	0.9

structure	Mtb BioA inh
C[C@@H]1CCCCO[C@@H](CN(C)S(=O)(=O)c2ccc(Cl)cc2)[C@H](C)CN([C@@H](C)CO)C(=O)c2cc(NS(=O)(=O)c3cccs3)ccc2O1	-3.3
C[C@H]1CCCCO[C@@H](CN(C)C(=O)Nc2ccc3c(c2)OCO3)[C@@H](C)CN([C@@H](C)CO)C(=O)c2cc(NS(=O)(=O)c3cccs3)ccc2O1	1.5
CCN1[C@H](C(=O)OC)[C@@H](CO)[C@@H]2Cn3c(ccc(-c4cncnc4)c3=O)[C@@H]21	-1.1
C[C@@H]1CN([C@@H](C)CO)C(=O)c2cc(NS(=O)(=O)c3cccs3)ccc2O[C@@H]1CN(C)Cc1ccc(C(F)(F)F)cc1	1.8
C[C@@H]1CN([C@@H](C)CO)C(=O)c2cc(NS(=O)(=O)c3cn(C)cn3)ccc2O[C@@H](C)CCCCO[C@H]1CN(C)C(=O)c1ccncc1	-1.0
COCC(=O)N(C)C[C@H]1Oc2cc(Br)ccc2S(=O)(=O)N([C@@H](C)CO)C[C@H]1C	-0.6
C[C@H]1CN([C@@H](C)CO)S(=O)(=O)c2ccc(C#CC3CC3)cc2O[C@H]1CN(C)Cc1ccncc1	1.0
C[C@@H]1CN([C@@H](C)CO)C(=O)Cc2cc(NC(=O)Nc3ccc(C(F)(F)F)cc3)ccc2O[C@H]1CN(C)Cc1ccccc1	-1.7
C/C=C/c1ccc2c(c1)[C@@H]1[C@@H](CCN1S(=O)(=O)c1ccc(C)cc1)[C@@H](CO)N2	-1.9
C[C@@H]1CN([C@H](C)CO)C(=O)c2cccc(NC(=O)c3ccncc3)c2O[C@@H]1CN(C)CC1CC1	-2.3
CN(C)C(=O)C[C@@H]1C[C@H]2c3cc(NC(=O)C4CCC4)ccc3O[C@H]2[C@H](CO)O1	-1.4
C[C@H](CO)N1C[C@H](C)[C@H](CN(C)S(=O)(=O)c2ccc(F)cc2)OCCCC[C@H](C)Oc2ccc(NS(=O)(=O)c3ccc(Cl)cc3)cc2C1=O	0.8
C[C@@H]1CN([C@H](C)CO)C(=O)c2cc(NC(=O)CCN3CCOCC3)ccc2O[C@@H]1CN(C)S(C)(=O)=O	-0.3
C[C@H]1CN([C@@H](C)CO)S(=O)(=O)c2ccc(C#CC3CC3)cc2O[C@@H]1CN(C)Cc1cccnc1	3.1
CC(C)NC(=O)Nc1cccc2c1O[C@H](CN(C)S(=O)(=O)c1cn(C)cn1)[C@@H](C)CN([C@H](C)CO)C2=O	-1.9
O=C(Nc1ccc(F)cc1)N1CCCCN2[C@@H](CO)[C@H](c3ccc(-c4ccncc4)cc3)[C@@H]2C1	0.2
COc1ccc(NC(=O)Nc2cccc3c2O[C@H](CN(C)CC2CC2)[C@@H](C)CN([C@@H](C)CO)C3=O)cc1	2.5
CO[C@H]1CN(C)C(=O)c2ccc(NC(=O)Nc3cccc(Cl)c3)cc2OC[C@@H](C)N(C(=O)Nc2c(C)noc2C)C[C@@H]1C	0.3
COc1ccc(S(=O)(=O)N(C)C[C@H]2Oc3ccc(NC(=O)Cn4cnnn4)cc3C(=O)N([C@@H](C)CO)C[C@@H]2C)cc1	0.0
Cc1noc(C)c1NC(=O)N(C)C[C@@H]1Oc2ccc(NS(C)(=O)=O)cc2CC(=O)N([C@@H](C)CO)C[C@H]1C	0.6

Some of the entries so far, with each value named.
> C[C@H](CO)N1C[C@H](C)[C@H](CN(C)S(=O)(=O)c2ccc(F)cc2)OCCCC[C@H](C)Oc2ccc(NS(=O)(=O)c3ccc(Cl)cc3)cc2C1=O
  Mtb BioA inh = 0.8

> O=C(Nc1ccc(F)cc1)N1CCCCN2[C@@H](CO)[C@H](c3ccc(-c4ccncc4)cc3)[C@@H]2C1
  Mtb BioA inh = 0.2

> CCN1[C@H](C(=O)OC)[C@@H](CO)[C@@H]2Cn3c(ccc(-c4cncnc4)c3=O)[C@@H]21
  Mtb BioA inh = -1.1

> COCC(=O)N(C)C[C@H]1Oc2cc(Br)ccc2S(=O)(=O)N([C@@H](C)CO)C[C@H]1C
  Mtb BioA inh = -0.6

More records follow.
structure	Mtb BioA inh
C[C@@H]1CN([C@H](C)CO)C(=O)c2cccc(NS(C)(=O)=O)c2O[C@@H]1CN(C)C(=O)Nc1ccc2c(c1)OCO2	-1.5
CCCC#Cc1cnc2c(c1)C(=O)N([C@@H](C)CO)C[C@@H](C)[C@H](CN(C)C(=O)c1cccc(F)c1)O2	3.1
COc1ccccc1-c1cnc2c(c1)C(=O)N([C@H](C)CO)C[C@H](C)[C@H](CN(C)Cc1ccc(C(=O)O)cc1)O2	2.3
O=C(C[C@@H]1CC[C@@H](NC(=O)NC2CCCCC2)[C@H](CO)O1)NCc1ccccc1	0.2
C[C@H]1CN([C@@H](C)CO)S(=O)(=O)c2ccc(-c3cncnc3)cc2O[C@H]1CN(C)C(=O)Cc1ccccc1	-3.4
CN(C)C(=O)C[C@H]1CC[C@@H](NS(=O)(=O)c2ccccc2)[C@@H](CO)O1	-0.4
C[C@H](CO)N1C[C@H](C)[C@H](CN(C)S(=O)(=O)c2cn(C)cn2)OCCCC[C@H](C)Oc2ccc(NC(=O)CCC(F)(F)F)cc2C1=O	-0.6
O=C(NCC[C@H]1CC[C@@H](NC(=O)C2CCCC2)[C@@H](CO)O1)c1cnccn1	-0.8
CN(C)C(=O)C[C@H]1CC[C@@H]2[C@H](COc3ccc(NC(=O)C4CCCCC4)cc3C(=O)N2C)O1	1.7
C[C@@H]1CN([C@@H](C)CO)S(=O)(=O)c2ccc(Br)cc2O[C@H]1CN(C)S(C)(=O)=O	0.9
C/C=C/c1ccc([C@@H]2[C@@H](CO)N(C(=O)C3CCC3)[C@H]2CN(CC)C(=O)CC)cc1	-5.2
CCC(=O)N1C[C@@H](C)[C@@H](OC)CN(C)C(=O)c2ccc(NC(=O)c3ccccc3)cc2OC[C@@H]1C	-0.2
C[C@@H]1CN([C@@H](C)CO)C(=O)Cc2cc(NC(=O)Nc3ccc4c(c3)OCO4)ccc2O[C@H]1CN(C)Cc1ccc(Cl)c(Cl)c1	-1.9
Cc1ccccc1S(=O)(=O)N1CCCCN2[C@H](CO)[C@@H](c3ccc(-c4cncnc4)cc3)[C@@H]2C1	2.1
C[C@H](O)C#Cc1cnc2c(c1)C(=O)N([C@H](C)CO)C[C@@H](C)[C@@H](CN(C)C(=O)CN1CCOCC1)O2	0.6
CNC[C@H]1Oc2ccc(NC(=O)CCN3CCOCC3)cc2C(=O)N([C@H](C)CO)C[C@H]1C	-1.5
C[C@H]1CN([C@@H](C)CO)S(=O)(=O)c2ccc(C#Cc3ccccc3)cc2O[C@H]1CN(C)S(=O)(=O)c1cn(C)cn1	0.6
CN(C)CCCNC(=O)C[C@@H]1CC[C@H]2[C@@H](COC[C@@H](O)CN2Cc2cccc(C(F)(F)F)c2)O1	3.5
CO[C@@H]1CN(C)C(=O)c2cc(NS(=O)(=O)c3ccc(C)cc3)ccc2OC[C@@H](C)N(C(=O)NC(C)C)C[C@@H]1C	-1.3
COCC(=O)N1C[C@@H]2[C@H](c3ccccc31)[C@@H](CO)N2C(=O)c1ccccc1F	-5.9

structure	Mtb BioA inh
C[C@@H]1CCCCO[C@H](CN(C)S(=O)(=O)c2cccs2)[C@@H](C)CN([C@@H](C)CO)C(=O)c2cc(NC(=O)Cc3ccccc3)ccc2O1	3.0
Cc1ccc(S(=O)(=O)N(C)C[C@@H]2Oc3ccc(NC(=O)Cn4cnnn4)cc3C(=O)N([C@@H](C)CO)C[C@@H]2C)cc1	4.6
CCCNC(=O)[C@H]1[C@H](CO)[C@H]2Cn3c(ccc(-c4cccnc4)c3=O)[C@H]2N1C(=O)c1ccccc1F	0.6
CCC(=O)Nc1ccc2c(c1)C(=O)N(C)C[C@H](OC)[C@H](C)CN(C(=O)c1ccncc1)[C@@H](C)CO2	-1.7
C[C@@H]1CN([C@@H](C)CO)C(=O)c2cc(NS(=O)(=O)c3ccc(F)cc3)ccc2O[C@@H](C)CCCCO[C@H]1CN(C)C(=O)Cc1ccccc1	0.6
O=C(NCC1CC1)[C@H]1[C@H](CO)[C@H]2Cn3c(ccc(C4=CCCC4)c3=O)[C@@H]1N2CCC(F)(F)F	-0.4
O=C(C[C@@H]1C=C[C@@H](NC(=O)Cc2ccccn2)[C@H](CO)O1)NCCc1ccccc1	-2.3
O=C(C[C@H]1CC[C@@H]2[C@H](COC[C@H](O)CN2C(=O)c2ccccc2)O1)N1CCOCC1	-0.7
COc1ccc(S(=O)(=O)N2CCCCN3[C@@H](CO)[C@H](c4ccc(C#CCC(C)C)cc4)[C@@H]3C2)cc1	3.5
C[C@@H]1CN([C@@H](C)CO)C(=O)c2cc(-c3cccc(F)c3)cnc2O[C@H]1CN(C)C(=O)c1ccccn1	4.8
C[C@@H]1CCCCO[C@@H](CN(C)C)[C@@H](C)CN([C@H](C)CO)C(=O)c2cc(NS(=O)(=O)c3ccc(F)cc3)ccc2O1	-0.3
CN1C(=O)c2cc(NC(=O)C3CC3)ccc2OC[C@@H]2O[C@H](CC(=O)NCCc3ccncc3)CC[C@@H]21	-4.5
COc1ccc(C(=O)Nc2ccc3c(c2)C(=O)N(C)C[C@@H](OC)[C@H](C)CN(C)[C@H](C)CO3)cc1	-0.9
Cc1cc(C(=O)Nc2cccc3c2O[C@H](CN(C)Cc2ccc(-c4ccccc4)cc2)[C@H](C)CN([C@@H](C)CO)C3=O)n(C)n1	-5.5
C[C@H]1CN([C@@H](C)CO)C(=O)Cc2cc(NC(=O)CCCN(C)C)ccc2O[C@H]1CN(C)Cc1ccc(Oc2ccccc2)cc1	3.0
O=C(C[C@H]1C[C@@H]2c3cc(NC(=O)Nc4ccccc4F)ccc3O[C@@H]2[C@@H](CO)O1)NCc1ccncc1	1.4
COc1ccc(NC(=O)Nc2cccc3c2O[C@@H](CN(C)S(C)(=O)=O)[C@H](C)CN([C@@H](C)CO)C3=O)cc1	-0.9
CCN1[C@@H]2c3ccc(-c4cccc(F)c4)c(=O)n3C[C@H]1[C@H](CO)[C@H]2C(=O)NCC1CC1	1.5

Two neighbouring compounds already listed, for reference:
structure	Mtb BioA inh
COc1ccc(NC(=O)Nc2cccc3c2O[C@@H](CN(C)S(C)(=O)=O)[C@H](C)CN([C@@H](C)CO)C3=O)cc1	-0.9
CCN1[C@@H]2c3ccc(-c4cccc(F)c4)c(=O)n3C[C@H]1[C@H](CO)[C@H]2C(=O)NCC1CC1	1.5

This is a subset; the hit share may differ from the screen's.
